GSIS activator: GLuc luminescence reporter in INS-1E cells, primary screen for activators of glucose-dependent secretion of insulin. INS-1E GLuc reporter insulin secretion, 2-3 h. activation, % at 16.6 µM. actives 0.61% (n = 370,000);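 active = lowest replicate activation of at least 40%, so every replicate reaches that level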;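 note: 0% = median of neutral control wells and 100% = median of IBMX positive control wells; some compounds called inactive have numbers as strong as hits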
ERAP1 HTS inh: inhibitors of human ERAP1 aminopeptidase; recombinant ERAP1, Leu-AMC fluorescence, 60 min; inhibition, % at 10.7 µM; actives 0.15% (n = 340,000);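 active = mean replicate inhibition of at least 30%, or all replicates individually reaching that 30% level; inactive = mean below 30% and not every replicate reaching it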;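 note: 0% = neutral control wells and 100% = L-leucinethiol positive control wells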
Target sequence (Q9NZ08 whole entry, looked up): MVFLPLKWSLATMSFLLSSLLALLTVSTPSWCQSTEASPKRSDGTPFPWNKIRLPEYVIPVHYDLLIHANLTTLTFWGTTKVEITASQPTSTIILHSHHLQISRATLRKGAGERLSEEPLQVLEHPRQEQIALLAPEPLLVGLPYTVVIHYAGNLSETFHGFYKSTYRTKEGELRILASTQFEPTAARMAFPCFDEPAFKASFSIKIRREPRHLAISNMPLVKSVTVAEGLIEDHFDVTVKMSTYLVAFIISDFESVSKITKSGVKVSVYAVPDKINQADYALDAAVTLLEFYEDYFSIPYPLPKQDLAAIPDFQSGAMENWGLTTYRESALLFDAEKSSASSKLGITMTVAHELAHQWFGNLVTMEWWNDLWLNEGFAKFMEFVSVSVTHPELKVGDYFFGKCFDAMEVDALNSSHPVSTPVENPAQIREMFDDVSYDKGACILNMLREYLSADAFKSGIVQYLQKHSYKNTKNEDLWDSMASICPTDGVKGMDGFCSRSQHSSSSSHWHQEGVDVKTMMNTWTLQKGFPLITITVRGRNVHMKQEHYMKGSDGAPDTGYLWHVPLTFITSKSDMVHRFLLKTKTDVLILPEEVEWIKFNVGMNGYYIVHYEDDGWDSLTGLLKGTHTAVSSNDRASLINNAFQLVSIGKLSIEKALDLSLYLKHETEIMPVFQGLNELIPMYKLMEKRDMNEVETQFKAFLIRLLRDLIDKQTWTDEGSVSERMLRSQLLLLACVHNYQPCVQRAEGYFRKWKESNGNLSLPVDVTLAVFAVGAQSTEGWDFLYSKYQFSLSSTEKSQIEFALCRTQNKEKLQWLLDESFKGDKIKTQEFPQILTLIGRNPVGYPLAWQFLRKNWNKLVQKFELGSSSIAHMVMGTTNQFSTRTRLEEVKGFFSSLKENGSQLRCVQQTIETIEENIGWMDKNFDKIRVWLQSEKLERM
Xi reactivation: activators of X-chromosome reactivation in mouse fibroblasts | XiGFP mouse fibroblasts, % GFP-positive cells imaging, 3 d; cells co-treated with 5-aza-dC sensitizer; scaled so ellipticine positive control = 100% | activation, % at 7.58 µM | actives 0.055% (n = 360,000);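 active = mean normalized replicate activation at least 10% and every replicate at or above 10%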;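 note: 0% = median of on-plate neutral control wells and 100% = ellipticine 6 µM median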
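System: SV40-immortalized XiGFP fibroblast cells, line 68-5-11 / Incubation: 3-day compound exposure, then 15 min fixation at room temperature / Compound: single concentration per compound, delivered by pin transfer / Buffer or medium: DMEM plus 5-aza-dC sensitizer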
CFTR F508del cor: correctors of CFTR F508del function in bronchial epithelial cells; CFBE cells, YFP halide quenching; stimulated with forskolin plus potentiator P3; % fluorescence drop versus neutral controls; activity (quench increase), % at 7.58 µM; actives 0.36% (n = 350,000); AID 720511;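 active = mean added fluorescence quench of at least 8% versus neutral control, with both replicates also reaching 8%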;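 note: cells transiently co-express mutant CFTR-F508del with the halide-sensitive YFP; corrector assay measuring rescue of mutant channel to the surface after 24 h compound exposure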
RAD52 inh: inhibitors of human RAD52 DNA annealing; P43351; recombinant RAD52 DNA annealing, FRET fluorescence; inhibition, % at 18.7 µM; actives 0.46% (n = 360,000);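 active = every replicate showing at least 50% inhibition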
RAD54 branch: RAD54 (human) branch migration inhibition. Q92698. RAD54 Holliday junction branch migration, FAM/BHQ fluorescence. inhibition, % at 10.4 µM. actives 0.14% (n = 360,000). AID 602329;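 active = mean normalized replicate activity at least 40 and at least half of replicates scoring 40 or more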;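 note: 0% = median of neutral control wells and 100% = median of positive control wells; inhibitors cause a drop in the FAM fluorescence signal; in these data hits start at about 50%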
esBAF inh: SWI/SNF esBAF complex inhibition; reporter increase, % at 12.5 µM; actives 2% (n = 350,000); AID 602393; mouse ES cells, Bmi1-luciferase knock-in reporter, 24 h; 100% = twice the neutral-well signal; in the data active = activation above about 40%;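 note: 0% = median of the plate's neutral control wells and 100% = double that signal; a rise in the Bmi1 reporter signal indicates esBAF inhibition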
ARNT TACC3 PPI: disrupts binding between human ARNT and TACC3; Q9Y6A5; inhibition, % at 9.99 µM; actives 0.66% (n = 390,000); AID 623870; AlphaScreen His-ARNT PAS-B/GST-TACC3 binding, luminescence; TACC3 fragment carries E629A point mutation;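 active = mean inhibition of replicates at least 50% and at least half of replicates each reaching 50%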;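 note: 0% = complete ARNT plus TACC3 wells and 100% = ARNT alone without TACC3; many hits fall short of the cut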
* hit, by the source's call; / = not tested or not shown.

SMILES | GSIS activator | ERAP1 HTS inh | Xi reactivation | CFTR F508del cor | RAD52 inh | RAD54 branch | esBAF inh | ARNT TACC3 PPI
COc1ccc(OCC(=O)N/N=C(\C)c2ccc(-n3ccnc3)cc2)cc1 | 2.5 | / | 0.1 | / | / | / | 3.8 | -16.4
Cc1ccc(S(=O)(=O)N[C@H]2CC[C@@H](CC(=O)N3CCc4ccccc4C3)O[C@H]2CO)cc1 | 5.2 | 0.5 | 0.0 | -3.3 | -2.1 | 2.2 | -3.7 | -4.6
NC(=O)SCC(=O)Nc1ccc(Cl)cc1 | -20.0 | / | / | / | / | 8.9 | -6.0 | -6.0
Cc1cc(S(=O)(=O)NCCc2ccncc2)cc(C)c1F | -1.1 | -3.3 | 0.3 | -0.4 | -11.4 | / | / | -0.7
c1ccc(-c2ccc3ccccc3n2)cc1 | 0.1 | -2.5 | / | 3.2 | -6.3 | -1.0 | 36.9 | -12.4
COc1ccccc1CN(C)C(=O)c1cccc(S(=O)(=O)N2CCCC2)c1 | -2.7 | 0.0 | 1.5 | 2.6 | -13.0 | 2.4 | -2.6 | /
COc1ccc(C)cc1S(=O)(=O)Nc1cc2c3c(c1)CC(=O)N3CCC2 | 26.1 | -0.1 | -0.1 | 3.9 | -0.4 | 2.9 | / | 0.4
CCc1nnc(NC(=O)CCC(=O)NCc2ccc(OC)cc2)s1 | / | / | 0.0 | -5.7 | -18.4 | 5.3 | -5.8 | -2.6
C/C(=N\N1CCN(Cc2ccccc2)CC1)c1ccco1 | 0.4 | 1.1 | 0.0 | / | -5.1 | / | / | 6.8
Cc1ccc(C(=O)Nc2ccc(S(=O)(=O)N3CCCC3)cc2)o1 | 1.5 | 0.7 | 0.1 | -0.9 | -13.4 | -8.4 | -1.1 | -1.9
C[C@@H]1CN([C@@H](C)CO)S(=O)(=O)c2ccc(-c3ccccc3)cc2O[C@H]1CN(C)C(=O)CC1CC1 | -12.3 | 1.3 | -0.9 | 1.8 | 15.1 | -2.7 | 4.1 | 2.6
O=C(c1ccco1)N1CCN=C1SCc1ccccc1F | 4.0 | / | 0.1 | 4.4 | -21.5 | -6.6 | 4.8 | -1.4
C[C@@H]1CN([C@H](C)CO)C(=O)c2cc(NC(=O)Nc3ccccc3)ccc2O[C@@H](C)CCCCO[C@H]1CN(C)S(=O)(=O)c1cn(C)cn1 | -19.8 | -2.1 | 0.4 | -0.5 | 12.2 | -3.0 | -0.5 | 2.7
CCOC(=O)C1=C(O)/C(=C/c2ccc(OCC(=O)O)c(OCC)c2)SC1=Nc1ccc(C)cc1 | -0.6 | 10.1 | 0.1 | 0.0 | -5.7 | / | / | 7.4
O=C(C[C@H]1CC[C@@H]2[C@H](COC[C@H](O)CN2Cc2ccccc2F)O1)NCc1ccccc1F | 4.2 | -0.1 | -0.2 | -1.3 | 1.0 | -22.2 | -2.1 | 5.0
C/C(=N\NC(=O)c1ccn[nH]1)c1cn(C)nc1C | 1.5 | 4.8 | 0.2 | -3.1 | -4.8 | 0.2 | 3.5 | /
CSc1nc2ccc(NS(=O)(=O)c3cccc(Cl)c3Cl)cc2s1 | -34.0 | -1.4 | 0.0 | / | -38.0 | -4.1 | / | 0.5
C[C@H](CO)N1C[C@H](C)[C@H](CN(C)C(=O)NC2CCCCC2)Oc2ccc(NS(C)(=O)=O)cc2CC1=O | 5.5 | -0.5 | 0.1 | -0.5 | -17.5 | -8.6 | -0.3 | -1.2
C/C(=N\NC(=O)Cn1nc(C)c(Br)c1C)c1cccs1 | -9.5 | -1.6 | 0.0 | -2.4 | -5.0 | -3.2 | / | 4.8
CCCC(=O)N1CCCC1(C)C(=O)NCc1ccc(F)cc1Cl (stereo unspecified) | 19.6 | 2.2 | -0.1 | 1.3 | -5.9 | 1.9 | -2.1 | /
CC1CCCCC12NC(=O)N(CC(=O)OCC(=O)NCc1ccc(F)cc1)C2=O (stereo unspecified) | -0.7 | -2.2 | 0.0 | -3.6 | -1.2 | -3.9 | -4.0 | -6.1
CCn1c(=S)[nH]c2cc(Cl)ccc21 | / | -0.2 | 0.3 | -1.3 | -10.2 | / | 5.4 | 0.4
Cc1cc(C(=O)Nc2cccc3c2O[C@H](CN(C)Cc2ccc(C(=O)O)cc2)[C@H](C)CN([C@@H](C)CO)C3=O)n(C)n1 | 4.2 | -1.1 | -0.2 | -1.8 | 8.4 | 6.4 | 0.5 | -4.4
O=c1ccn(C2CCCO2)c(=O)[nH]1 (stereo unspecified) | 5.9 | -3.2 | 0.2 | -2.1 | -3.7 | -0.2 | 2.1 | 9.8
Cc1ccc(S(=O)(=O)NC(C(=O)N2CCN(S(=O)(=O)c3cccc(F)c3)CC2)C(C)C)cc1 (stereo unspecified) | -13.8 | -2.5 | 0.0 | 1.7 | -11.6 | 3.8 | -5.5 | /
CC(C)c1cn(CC[C@@H]2CC[C@@H](NS(=O)(=O)c3ccc(F)cc3)[C@@H](CO)O2)nn1 | 0.0 | -1.4 | 0.7 | -1.5 | -2.0 | -3.4 | 0.3 | /
COC(=O)[C@@]12C[C@@H](CC(=O)NCCC(C)C)C(=O)N(Cc3ccccc3)C1=CCC(C)(C)C2 | -12.3 | 6.8 | 0.5 | -4.7 | 10.0 | / | / | /
COc1cccc(S(=O)(=O)N2CC3(CN[C@@H](CO)c4c3c3ccc(OC)cc3n4C)C2)c1 | 13.8 | 2.1 | 0.1 | 2.1 | 1.0 | / | / | /
O=C(c1cccs1)N1CCN(Cc2ccccn2)CC1 | 20.0 | -1.0 | 0.0 | -2.7 | -1.7 | -0.8 | -0.7 | 0.6
C[C@@H]1CN([C@H](C)CO)C(=O)c2cc(NC(=O)Cc3cn(C)c4ccccc34)ccc2O[C@@H]1CN(C)S(C)(=O)=O | 2.3 | 6.5 | 0.0 | 1.3 | 14.4 | 2.3 | 0.8 | 2.5
CCCC(=O)N1CCC2(CC1)CN(C(=O)Cc1ccccn1)[C@@H](CO)c1[nH]c3cc(OC)ccc3c12 | 8.0 | 0.4 | 0.1 | -1.6 | 4.4 | / | / | /
O=C(CC1(O)C(=O)Nc2ccccc21)c1ccccc1 (stereo unspecified) | / | 4.1 | 0.1 | -1.7 | -10.3 | -3.5 | -11.7 | -2.1
CO[C@@H]1CN(C)C(=O)c2cc(C#N)ccc2OC[C@H]2O[C@H](CC[C@H]2OC)CCN(C)C(=O)[C@H]1C | 9.9 | 2.5 | 0.1 | -3.7 | 2.5 | -2.9 | 2.3 | -6.9
N#Cc1c(Cl)cccc1N1CCCC1 | / | / | 0.1 | 0.7 | -7.1 | 3.0 | -3.9 | -8.3
CCCc1cn(CC(C)n2c(=O)c3ccccc3n2Cc2cc(C(C)C)no2)nn1 (stereo unspecified) | 31.0 | -4.5 | 0.1 | 3.5 | -4.9 | / | / | /
CSc1ccc(CN(C)C(=O)C(Cc2ccccc2)NC(=O)c2ccccc2)cc1 (stereo unspecified) | -18.7 | -5.0 | 0.0 | 1.2 | -10.3 | -2.1 | -2.0 | 8.8
O=C(COc1cccc2ccccc12)N1CCN(c2ccccn2)CC1 | -30.9 | -1.0 | / | -0.4 | -14.9 | 7.8 | 7.5 | 1.3
CCOc1ccc(C(=O)NC(C)(C)CC)cc1 | -2.6 | 4.4 | 0.0 | 0.7 | 2.7 | / | / | -5.6
COc1cccc(S(=O)(=O)N2CCCCN3[C@H](CO)[C@@H](c4ccc(-c5cccnc5)cc4)[C@H]3C2)c1 | -2.6 | 2.3 | 0.3 | 2.4 | 1.1 | -0.4 | 6.6 | -1.3
CCOC(=O)[C@]12CCC=C1N(Cc1cccc3ccccc13)C(=O)[C@H](CC(=O)N1CCC(c3ccccc3)CC1)C2 | / | -1.5 | -0.1 | -1.6 | -4.3 | / | / | /
COc1ccc(OC)c(S(=O)(=O)N/N=C(/C)c2c[nH]c3ccccc23)c1 | 11.9 | -0.8 | -0.1 | -0.8 | -22.6 | -6.5 | 6.3 | -7.1
O=C(COC(=O)c1ccccn1)NCc1cccc(Cl)c1 | 11.4 | -7.3 | 0.3 | 0.2 | -6.2 | -9.2 | -3.3 | 6.9
Cc1cc(C(O)c2ncc(-c3ccc(Cl)cc3)[nH]2)ccc1F (stereo unspecified) | -36.4 | 0.5 | 0.3 | -0.1 | 7.6 | -4.4 | -0.9 | /
COc1ccc(NS(=O)(=O)c2ccc(C)c(C(=O)N3CCCCCCC3)c2)cc1 | -6.4 | 1.4 | 0.0 | -1.2 | -11.7 | -3.0 | -2.4 | -2.7
COc1ccc(C(CNC(=O)Nc2cccc(C)c2)N2CCN(C)CC2)cc1 (stereo unspecified) | 5.2 | -2.8 | 0.0 | 0.7 | 4.0 | 0.4 | -8.3 | 0.7
COc1cccc(CNC(=O)[C@H]2CCCN2C(=O)[C@H]2CCCN2C(=O)c2cccc(Cl)c2)c1 | -1.0 | -0.9 | -0.1 | 0.2 | -6.2 | / | / | /
C[C@H](NC(=O)[C@@H]1Cc2ccccc2CN1C(=O)OC(C)(C)C)C(=O)NCC1CCCO1 (stereo partly specified) | -5.2 | -3.3 | 0.0 | 1.2 | -8.9 | -8.7 | -4.2 | 1.6
COc1ccc(-c2cc(NC=O)c3ncc(-c4cccc(C(=O)N(C)C)c4)n3c2)cn1 | / | 0.7 | 0.0 | 4.7 | -10.9 | -2.5 | -0.8 | /
Cc1ccc(/C=N/NC(=O)c2cc3c(s2)CCCC3)o1 | 12.7 | 1.6 | 0.0 | -2.4 | -7.9 | 6.5 | 18.9 | 1.2
Cc1cc(S(=O)(=O)Nc2cccnc2)c(Cl)cc1Cl | -3.0 | -0.6 | -0.1 | 0.0 | -6.6 | 0.8 | 6.3 | 0.0
Cn1nc(C(=O)Nc2ccc(S(=O)(=O)Nc3ncccn3)cc2)ccc1=O | 11.6 | 2.6 | 0.0 | -3.9 | -19.0 | 4.4 | 3.4 | 0.6
CC1CN(C(=O)c2cc3c(=O)n4ccccc4nc3s2)CC(C)O1 (stereo unspecified) | 22.6 | / | / | / | / | -6.2 | -2.1 | 38.7
Cc1oc(C(C)(C)C)cc1C(=O)NCC(=O)NCC(=O)O | 7.0 | 6.1 | / | -0.5 | 7.2 | 1.9 | 1.0 | -22.6
